Compound activity (PubChem BioAssay)
NOD2 RIPK2 PPI: NOD2-RIPK2 protein interaction inhibition; O43353; CHO BLA complementation NOD2-RIPK2, CCF4 ratio; inhibition, % at 4.98 µM; 0.38% of 360,000 active; in the data active = inhibition above about 21%;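 note: 0% = vehicle only and 100% = reference blocker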
Target sequence (O43353 whole entry, looked up): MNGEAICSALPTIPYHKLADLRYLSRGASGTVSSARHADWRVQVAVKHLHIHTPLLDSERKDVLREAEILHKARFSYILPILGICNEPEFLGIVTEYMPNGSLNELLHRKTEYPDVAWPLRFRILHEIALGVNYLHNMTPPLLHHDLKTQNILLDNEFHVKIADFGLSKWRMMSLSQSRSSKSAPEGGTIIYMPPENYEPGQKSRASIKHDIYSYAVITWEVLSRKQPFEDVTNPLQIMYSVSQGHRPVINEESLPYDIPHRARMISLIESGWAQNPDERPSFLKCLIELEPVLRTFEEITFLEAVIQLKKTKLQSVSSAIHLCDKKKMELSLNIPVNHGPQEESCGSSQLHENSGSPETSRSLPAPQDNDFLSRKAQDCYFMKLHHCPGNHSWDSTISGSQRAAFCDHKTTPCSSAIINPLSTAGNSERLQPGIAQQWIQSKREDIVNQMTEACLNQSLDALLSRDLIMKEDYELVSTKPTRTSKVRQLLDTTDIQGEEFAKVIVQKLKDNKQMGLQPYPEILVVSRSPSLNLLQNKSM
ABHD5-PLIN5 inh: blocks binding of human ABHD5 to perilipin-5; Q00G26+Q8WTS1; inhibition, % at 4 µM; Split G. princeps luciferase complementation, luminescence, 4 h; 0.78% of 360,000 active;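 active = inhibition above the mean inhibition across every tested compound plus 3 SD, cut at about 22% in these data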;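 note: 0% = DMSO only wells and the 100% control is not disclosed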
NCOA3 inh: inhibits human SRC3 coactivator; Q9Y6Q9; HEK293 GAL4-SRC3 luciferase reporter, luminescence; inhibition, % at 3.6 µM; 0.17% of 360,000 active; AID 588352;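 active = inhibition above a per-campaign cutoff, the mean of all compounds plus 3 SD, cut at about 60% in these data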;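 note: 0% = DMSO-treated cells and 100% = gossypol-treated cells at 36 µM; higher means less SRC3-driven luciferase light from the GAL4 reporter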
LRH-1 inv ag: inverse agonists of human LRH-1 (NR5A2). O00482. HEK293T StAR-luciferase reporter, LRH-1 transfected, 24 h. inhibition, % at 3.6 µM. 0.13% of 360,000 active. AID 602396;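 active = inhibition above the mean inhibition of all tested compounds plus 3 SD, cut at about 73% in these data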;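 note: 0% = DMSO wells and 100% = reporter-only cells lacking LRH-1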
NR2F2 inh: blocks human COUP-TFII nuclear receptor; HEK293T NGFI-A luciferase reporter, luminescence; 0.7% of 370,000 active; AID 686940; inhibition, % at 8.6 µM; P24468;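 active = inhibition above a per-plate cutoff, mean inhibition of test wells between control levels plus 3 SD, cut at about 38% in these data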;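 note: cells cotransfected with COUP-TFII expression vector driving the NGFI-A reporter; 0% = median of COUP-TF2 test wells and 100% = reporter-only cells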
Target sequence (P24468 whole entry, looked up): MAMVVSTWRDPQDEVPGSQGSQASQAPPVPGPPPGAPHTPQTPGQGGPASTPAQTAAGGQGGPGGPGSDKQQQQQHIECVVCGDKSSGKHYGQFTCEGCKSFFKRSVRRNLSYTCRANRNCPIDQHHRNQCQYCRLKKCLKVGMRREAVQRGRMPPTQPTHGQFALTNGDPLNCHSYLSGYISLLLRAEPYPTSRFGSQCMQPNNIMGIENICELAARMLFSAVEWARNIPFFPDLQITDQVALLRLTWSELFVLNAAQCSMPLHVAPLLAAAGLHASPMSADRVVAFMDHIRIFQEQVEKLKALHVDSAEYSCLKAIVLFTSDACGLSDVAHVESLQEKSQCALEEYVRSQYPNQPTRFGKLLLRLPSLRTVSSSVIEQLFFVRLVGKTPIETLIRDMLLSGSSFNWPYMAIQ
NCOA1 inh: inhibits human SRC1 coactivator; AID 588354; inhibition, % at 3.6 µM; Q15788; 0.12% of 360,000 active; HEK293 GAL4-SRC1 luciferase reporter, luminescence;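 active = inhibition above the campaign mean plus 3 SD, with each screening campaign given its own cutoff, cut at about 60% in these data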;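 note: 0% = DMSO treated cells and 100% = gossypol at 36 µM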
TWEAK Fn14 block: TWEAK-Fn14 signaling inhibition | 2% of 360,000 active | AID 1159606 | TWEAK-stimulated Fn14 reporter cells, luciferase luminescence, 8 h | inhibition, % at 10 µM; in the data active = inhibition above about 50%
NCOA2 inhibitor: inhibits human steroid receptor coactivator 2 | Q15596 | HEK293 GAL4-SRC2 luciferase reporter, luminescence | inhibition, % at 9 µM | 0.17% of 370,000 active | AID 651957;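 active = inhibition above the mean inhibition of all tested compounds plus 3 SD, set per campaign, cut at about 52% in these data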;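 note: 0% = DMSO treated cells and 100% = cells given Gossypol at 36 µM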
TROY signal inh: TROY signaling inhibition; Q293 LMP1-TROYcd NF-kB luciferase reporter, 4 h; inhibition, % at 10 µM; 0.98% of 360,000 active; AID 1347056;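 active = compounds whose plate-normalised and pattern-corrected inhibition of the luciferase reporter signal at the single screening dose is 50% or more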
Granule exo inh: lytic granule exocytosis inhibition; inhibition, % at 10 µM; TALL-104 LAMP-1 surface exposure, flow cytometry; cells stimulated with thapsigargin and PMA; 0.66% of 360,000 active;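 active = inhibition above about 55%, limit read from the data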
TLR9-MyD88 inh: blocks human TLR9 binding to MyD88; inhibition, % at 4.98 µM; AID 504734; CHO BLA complementation TLR9-MyD88, CCF4 FRET ratio; Q9NR96+Q99836; 0.21% of 340,000 active;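 active = inhibition above the mean over all tested compounds plus 3 SD, cut at about 21% in these data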;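 note: 0% = DMSO only wells and 100% = clavulanate BLA inhibitor control wells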
An asterisk follows results filed as active; x = not tested or not shown. Not all compounds are listed (hit frequency here may not be typical).

SMILES | NOD2 RIPK2 PPI | ABHD5-PLIN5 inh | NCOA3 inh | LRH-1 inv ag | NR2F2 inh | NCOA1 inh | TWEAK Fn14 block | NCOA2 inhibitor | TROY signal inh | Granule exo inh | TLR9-MyD88 inh
Nc1cccc(CCc2nc3cc4ccccc4cc3[nH]2)c1 | -12 | 3 | -64 | -73 | -41 | -104 | -5 | -42 | -39 | 0 | 3
COc1cc(C(=O)O/N=C2\C=CC(=O)C(C)=C2)cc(OC)c1OC | 3 | -4 | 4 | 16 | -2 | -13 | 22 | -6 | -10 | 13 | -10
CCOC(=O)c1ccc(NC(=S)N2CCSC2c2ccc(OC)cc2)cc1 (stereo not given) | 8 | -30 | -5 | -30 | -3 | -28 | 15 | -6 | 5 | -5 | 0
CCc1ccccc1NC(=O)C(Cc1ccccc1)c1nn[nH]n1 (stereo not given) | -5 | -5 | -11 | -4 | 7 | -7 | 3 | -20 | 8 | -5 | -3
O=C(NC1CCCCC1)Sc1ccc(Cl)cc1 | -1 | 2 | -35 | 8 | 11 | 7 | -33 | -19 | -23 | 7 | -4
C=CCOc1ccccc1/C=c1\sc2nc(=O)c(C)nn2c1=O | 3 | -17 | 10 | 20 | x | -10 | -10 | x | 22 | -4 | 2
O=C(CN1C(=O)NC2(CCCC2)C1=O)NCc1ccc(Cl)cc1 | -15 | 8 | 5 | -18 | -2 | -8 | 5 | -7 | 5 | -2 | 1
CN1CCN(S(=O)(=O)c2ccc(Br)s2)CC1 | -2 | 4 | 7 | -12 | 5 | 8 | 5 | -6 | -20 | -5 | 5
CCN(CC)C1CCN(C(=O)c2cc(COc3ccc(F)cc3Cl)on2)C1 (stereo not given) | 4 | 1 | -8 | -17 | -12 | -14 | -2 | 0 | -23 | -3 | -18
CCOc1cnc(-c2ccc(Cl)cc2)o1 | -4 | -5 | 2 | 11 | 11 | -33 | -30 | -53 | -60 | -5 | -1
COc1ccc(/C=C(/NC(=O)c2ccccc2)C(=O)N2CCOCC2)cc1OC | -8 | -6 | -11 | 10 | 6 | 7 | -19 | 6 | -13 | -9 | -1
Cc1cccc(Nc2nc(N)nc(-c3oc4ccccc4c3C)n2)c1 | 6 | -5 | -54 | -70 | -39 | -50 | 8 | -65 | -48 | 12 | 0
CCN(CC)S(=O)(=O)c1ccc(N2CCOCC2)c(NC(=O)Cc2cccc3ccccc23)c1 | -4 | -6 | 1 | -10 | -1 | 7 | 9 | -1 | -2 | -2 | 0
Cc1ccc(COc2ccc(/C=N/O)cc2)cc1 | -6 | 0 | -75 | -78 | -63 | -128 | 7 | -35 | -56 | -1 | -16
COc1cc(/C=N/n2nnnc2Nc2ccccc2)cc(OC)c1OC | -12 | 3 | 0 | 10 | x | -1 | -9 | x | -10 | 0 | 3
COc1ccc(CCNC(=O)CSc2nnc3ccccn23)cc1 | 12 | -7 | 2 | 3 | -27 | -5 | -8 | 19 | -21 | 0 | 0
O=C(CSc1ccccn1)N1CCc2ccccc21 | 0 | 1 | -95 | -103 | -13 | -104 | 11 | -85 | -29 | -1 | 3
CC1CCCCC12NC(=O)N(CC(=O)N1CCN(S(=O)(=O)/C=C/c3ccccc3)CC1)C2=O (stereo not given) | -4 | 2 | -1 | -16 | -4 | -21 | 6 | -7 | -23 | 5 | -5
Cc1cc(Cl)c(S(=O)(=O)NCc2ccncc2)cc1OCC(N)=O | -5 | 2 | 4 | -4 | -11 | -1 | -6 | -11 | 15 | 1 | -5
O=C(COC(=O)Cn1cnc2ccccc2c1=O)Nc1ccc(Cl)c(C(F)(F)F)c1 | -1 | 4 | -4 | -2 | -20 | 7 | -12 | 19 | 14 | 2 | 3
CCOC(=O)CC1C(=O)NCCN1C1CCCC1 (stereo not given) | -8 | -8 | 1 | 3 | 3 | 4 | -32 | 12 | 13 | 2 | 3
CCOC(=O)C1=CCN(S(=O)(=O)c2ccccc2)C1c1ccccc1 (stereo not given) | -5 | -12 | -16 | -5 | 1 | 7 | 4 | -12 | -3 | 0 | x
COc1cc(NC(=S)NC(=O)C(C)C)ccc1NC(=O)c1cc2ccccc2o1 | 9 | 1 | -4 | -1 | -13 | 5 | -48 | -21 | -8 | 0 | 5
Cc1ccc(-c2nc(CS(=O)(=O)CC(=O)NCc3cccc(F)c3)c(C)o2)cc1 | 0 | 7 | 7 | -1 | 5 | 9 | 19 | -7 | 9 | 5 | -4
COc1ccccc1N1CCN(C(=O)CSc2nnc(-c3ccoc3C)o2)CC1 | -8 | 3 | 1 | 37 | 2 | -12 | 22 | -2 | -15 | 6 | 4
SMILES | NOD2 RIPK2 PPI | ABHD5-PLIN5 inh | NCOA3 inh | LRH-1 inv ag | NR2F2 inh | NCOA1 inh | TWEAK Fn14 block | NCOA2 inhibitor | TROY signal inh | Granule exo inh | TLR9-MyD88 inh
COc1ccc(CCn2c(=S)[nH]c3ccc(N4CCOCC4)cc3c2=O)cc1OC | -7 | -5 | 0 | 8 | 1 | -2 | -2 | -4 | 6 | -3 | -3
O=C(NNS(=O)(=O)c1ccc(Br)cc1)NC1CCCCC1 | -1 | 5 | -7 | -2 | 14 | 12 | 17 | 6 | 4 | 2 | -3
CN1CCC(OC(=O)C23CCC(C)(C(=O)O2)C3(C)C)CC1 (stereo not given) | -12 | -4 | 13 | -17 | 7 | 0 | -18 | 13 | -4 | 5 | 3
Cc1ccc(S(=O)(=O)n2ccc3c2CCCC3=O)cc1 | -11 | 0 | 8 | 1 | -18 | -2 | 1 | -12 | -12 | 12 | 1
Cc1nc(=O)c(-c2ccccc2)c(C)n1CCCCCC(=O)O | 18 | -2 | 16 | 9 | -2 | -6 | 6 | -13 | -1 | -2 | 6
O=C(O)c1ccc(Oc2cccc([N+](=O)[O-])c2)cc1C(=O)O | -2 | 1 | 1 | -7 | 12 | 3 | 7 | -11 | 10 | -2 | 0
Cc1ccc2c(c1)nnn2C1CCN(C(=O)C23CC4CC(CC(C4)C2)C3)CC1 | 1 | 4 | 19 | 21 | 2 | 7 | -1 | 4 | 9 | -1 | -3
Brc1ccc(-c2csc(NNC3=NCCCCC3)n2)cc1 | -3 | -11 | 2 | -32 | -4 | 3 | 5 | -4 | -13 | 17 | -1
O=C(O)Cc1ccc(NC(=O)Nc2ccc3c(c2)OCO3)cc1 | 5 | 7 | -28 | -20 | -18 | -60 | 1 | -104 | -31 | -3 | -6
CC(C)Cn1c(CN2C(=O)c3ccccc3C2=O)nc2ccccc2c1=O | 1 | 8 | 21 | -5 | -18 | 2 | -4 | -13 | 1 | -1 | -2
c1coc(-c2nnc(SCc3cn4ccccc4n3)o2)c1 | 0 | 1 | -7 | -2 | -6 | 0 | -13 | -3 | 6 | -5 | 1
CCOC(=O)C1=C[C@@H](C(C)C)N(S(=O)(=O)c2ccc(C)cc2)[C@H]1c1ccccc1F | -15 | -4 | -9 | -4 | 20 | -10 | -17 | 9 | 5 | 0 | x
Cc1ccc(C(=O)NCCCNc2ccc(C(F)(F)F)cc2[N+](=O)[O-])cc1 | -1 | -3 | 22 | 24 | 1 | 3 | -11 | -19 | 7 | -5 | 0
COc1ccc(Cl)cc1NC(=O)CN(C)C(=O)c1cn(-c2ccccc2)nc1-c1cccnc1 | 5 | 0 | 11 | 19 | -17 | 0 | 7 | -25 | -3 | -3 | -8
Cc1cccc(N/N=C/c2ccccc2O)c1 | -8 | -3 | -46 | -28 | 5 | -44 | -18 | -26 | -63 | 1 | -2
O=C1/C(=C\c2cccnc2)SC(=S)N1c1ccc(F)cc1 | 2 | -5 | -1 | -9 | -20 | -3 | 20 | 13 | -22 | -1 | -10
NC[C@H](Cc1ccccc1)NCCCCC1CCCCC1 | 0 | 2 | 0 | 2 | 12 | 2 | -7 | 4 | -16 | 10 | 8
Cc1cc(NC(=O)Nc2ccc(Cl)cc2)n(C(C)(C)C)n1 | -1 | 5 | 4 | -3 | -20 | 4 | -16 | 7 | -12 | 3 | 9
COc1ccc(-n2c(O)c(C=NCC(c3ccco3)N3CCCC3)c3ccccc3c2=O)cc1OC (stereo not given) | 6 | -6 | 4 | 5 | x | 5 | -20 | x | 17 | 40 | -4
CC(C)c1ccc(NC(=O)COc2ccc(C3SCCS3)cc2)cc1 | 17 | -8 | -3 | 25 | -3 | -15 | -10 | -4 | -2 | -3 | 10
COc1cc2c(cc1OC)C1=C(C#N)CCC(=NC(=O)c3ccco3)N1CC2 | -6 | -4 | -22 | 0 | -45 | -9 | -26 | -24 | -16 | -3 | -6
CCCNc1nc(C)cc(-c2cc(-c3ccc(Cl)cc3)on2)n1 | 2 | 0 | -4 | 1 | 1 | 2 | -1 | 4 | -24 | 9 | 3
COc1ccc(C(=O)OCC(=O)Nc2ccc(N3CCOCC3)cc2)cc1 | 2 | 0 | 0 | -3 | -5 | -7 | -2 | 13 | -4 | -4 | -7
CCOC(=O)C1Oc2ccccc2C(c2ccc(C)cc2)=C1C(=O)OC (stereo not given) | -4 | -4 | -36 | 16 | 25 | -5 | 15 | -21 | 1 | 5 | -2
O=C(NCCSc1ccccn1)c1ccc(Cl)cc1Cl | -5 | 0 | -82 | -167 | -48 | -118 | 37 | -91 | -21 | 0 | -3

5 structures out of the list, ordered by molecular weight, rising.
SMILES | NOD2 RIPK2 PPI | ABHD5-PLIN5 inh | NCOA3 inh | LRH-1 inv ag | NR2F2 inh | NCOA1 inh | TWEAK Fn14 block | NCOA2 inhibitor | TROY signal inh | Granule exo inh | TLR9-MyD88 inh
Cc1cccc(N/N=C/c2ccccc2O)c1 | -8 | -3 | -46 | -28 | 5 | -44 | -18 | -26 | -63 | 1 | -2
Cc1ccc(S(=O)(=O)n2ccc3c2CCCC3=O)cc1 | -11 | 0 | 8 | 1 | -18 | -2 | 1 | -12 | -12 | 12 | 1
CN1CCC(OC(=O)C23CCC(C)(C(=O)O2)C3(C)C)CC1 (stereo not given) | -12 | -4 | 13 | -17 | 7 | 0 | -18 | 13 | -4 | 5 | 3
COc1cc2c(cc1OC)C1=C(C#N)CCC(=NC(=O)c3ccco3)N1CC2 | -6 | -4 | -22 | 0 | -45 | -9 | -26 | -24 | -16 | -3 | -6
Cc1ccc2c(c1)nnn2C1CCN(C(=O)C23CC4CC(CC(C4)C2)C3)CC1 | 1 | 4 | 19 | 21 | 2 | 7 | -1 | 4 | 9 | -1 | -3

Later entries.
SMILES | NOD2 RIPK2 PPI | ABHD5-PLIN5 inh | NCOA3 inh | LRH-1 inv ag | NR2F2 inh | NCOA1 inh | TWEAK Fn14 block | NCOA2 inhibitor | TROY signal inh | Granule exo inh | TLR9-MyD88 inh
O=C(NNc1ncccc1-n1cccc1)c1ccc(Cl)cc1 | 0 | 3 | 11 | -21 | 5 | 0 | 2 | -19 | -5 | 2 | 2
O=C(CCCN1C(=O)c2ccccc2C1=O)Nc1nnc(C2CC2)s1 | 1 | 2 | -6 | -6 | -17 | -12 | 11 | 4 | 4 | 5 | -7
COC(=O)CSc1nc(N)c2c3c(sc2n1)C(c1ccccc1)SC(c1ccccc1)C3 (stereo not given) | 15 | 3 | 20 | 14 | x | -8 | 11 | x | 47 | 33 | 26*
CCOC(=O)c1nnn(-c2nonc2N)c1-c1ccc(OCC)cc1 | -1 | 11 | 30 | 12 | 14 | 12 | 16 | 14 | 6 | 19 | -8
Cc1ccc2nc(-c3cccnc3)cc(C(=O)Nc3ccc(F)cc3C)c2c1 | 3 | 0 | 8 | -2 | -3 | 14 | -22 | 3 | -12 | -4 | -3
Cc1cccc(NC(=O)C2CCN(S(=O)(=O)c3ccc4ccccc4c3)CC2)n1 | -9 | -1 | 3 | 9 | 6 | 10 | 36 | -18 | 27 | 6 | -4
